Assay outcomes as filed in PubChem.
GSK3B inh = inhibitors of human GSK3beta kinase | activity score (negative = inhibition), % at 10 µM | 0.038% of 300,000 active | P49841 | GST-GSK3beta kinase, ADP-Glo luminescence, 60 min; active compounds read low;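 active means more than half of replicate wells score below -50%, meaning over 50% inhibition versus plate controls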;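 further: 0% = median DMSO wells and -100% = median GW8510 positive control wells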
Target sequence (P49841 whole entry, looked up): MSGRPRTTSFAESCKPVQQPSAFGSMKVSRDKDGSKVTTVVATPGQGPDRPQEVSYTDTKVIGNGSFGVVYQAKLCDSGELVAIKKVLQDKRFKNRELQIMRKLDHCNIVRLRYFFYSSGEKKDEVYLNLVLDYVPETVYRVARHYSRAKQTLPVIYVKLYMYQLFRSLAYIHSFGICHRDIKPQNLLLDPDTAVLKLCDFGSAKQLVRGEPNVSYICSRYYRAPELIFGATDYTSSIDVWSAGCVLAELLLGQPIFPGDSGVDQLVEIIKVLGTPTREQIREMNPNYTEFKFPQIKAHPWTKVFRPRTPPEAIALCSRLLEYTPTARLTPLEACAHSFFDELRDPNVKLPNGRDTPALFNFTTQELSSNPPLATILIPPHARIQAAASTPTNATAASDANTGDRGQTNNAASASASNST
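test system = GST-tagged human GSK3beta kinase, cell-free | reagent = 25 µM ATP with peptide substrate | dosing = one dose of 10 µM per compound | schedule = 60 min reaction, RT | detection = luminescent ADP-Glo measurement of ADP formed | control set = DMSO neutral wells and GW8510 at 20 µM as positive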
RGS4 block = human RGS4 inhibition; P49798; AID 463165; B-score at 10 µM; 0.45% of 310,000 active; HEK293 M3R/RGS4 inducible, Fluo-4 calcium flux; active compounds read high; triggered by carbachol at its EC20;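 active means B-score, a plate-corrected calcium signal, over three deviations above library mean, with baseline fluorescence within five deviations of library mean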;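 further: RGS4 expression induced by doxycycline in cells with stable M3 receptor; B-score is computed from the integrated fluorescence ratio over baseline after carbachol; higher B-score means a larger calcium signal and so more RGS4 inhibition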
hERG protect = shields human hERG channel from block by proarrhythmic agents | Q12809 | CHO-hERG, FluxOR thallium flux, dofetilide IC70 present | activation (rescue from dofetilide block), less the hit threshold, % at 10 µM | 0.51% of 310,000 active | AID 1511;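 active means activation above the mean of controls blocked by dofetilide plus 5 SD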;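 further: thallium influx through hERG after potassium depolarization seen as dye fluorescence rise; in these data hits start at about 4.7%; inactives centre near -7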
KCNQ1 pot = potentiators or activators of human KCNQ1 potassium channel. CHO-K1 KCNQ1, thallium flux FluxOR fluorescence; active compounds read high. AID 2648. P51787. B-score at 10 µM. 0.35% of 310,000 active;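 active means fluorescence ratio B-score, a plate-corrected score, at least three library SD, with initial intensity B-score within 5 SD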
Target sequence (P51787 whole entry, looked up): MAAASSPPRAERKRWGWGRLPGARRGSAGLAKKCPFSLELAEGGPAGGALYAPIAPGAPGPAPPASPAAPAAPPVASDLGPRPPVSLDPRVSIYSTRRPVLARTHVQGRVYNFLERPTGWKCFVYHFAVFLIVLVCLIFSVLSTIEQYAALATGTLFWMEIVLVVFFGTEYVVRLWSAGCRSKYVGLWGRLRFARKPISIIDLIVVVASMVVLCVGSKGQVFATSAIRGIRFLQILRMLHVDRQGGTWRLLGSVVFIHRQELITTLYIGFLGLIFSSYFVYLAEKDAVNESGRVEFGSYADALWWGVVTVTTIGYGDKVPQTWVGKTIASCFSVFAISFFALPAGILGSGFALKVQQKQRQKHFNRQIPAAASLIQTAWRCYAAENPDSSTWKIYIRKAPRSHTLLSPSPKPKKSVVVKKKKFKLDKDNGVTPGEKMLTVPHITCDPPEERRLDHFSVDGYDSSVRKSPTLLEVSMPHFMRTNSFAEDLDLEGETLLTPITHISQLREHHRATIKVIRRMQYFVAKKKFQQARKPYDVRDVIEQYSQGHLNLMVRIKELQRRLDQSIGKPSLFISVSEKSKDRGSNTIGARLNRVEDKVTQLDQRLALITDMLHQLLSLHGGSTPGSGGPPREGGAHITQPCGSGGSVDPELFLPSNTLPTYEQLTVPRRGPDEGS
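assay system = KCNQ1-transfected CHO-K1 cells | medium = assay buffer with matched DMSO | probe or stimulus = depolarizing K+/Tl+ stimulus, K2SO4 and Tl2SO4 each 12.5 mM in 5x stock | dosing = single dose | incubation = dye 90 min, compound 20 min, room temperature | detection = kinetic FluxOR fluorescence, 10 s baseline plus 110 s post-stimulus | evaluation = ratio B score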
PolyA inhibitor = yeast polyadenylation inhibition; S. cerevisiae SKY197-pL101 polyadenylation reporter, beta-gal luminescence; efflux-impaired pdr1/pdr3 knockout yeast; score 100 = 6 SD above DMSO; calls only at 12 µM; 0.02% of 300,000 active;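 active means lowest replicate activity score at least 50, where 100 means six control SD above control mean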;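 further: yeast exposed to compound for 9 h at 30 °C; higher score means more reporter readthrough which indicates perturbed polyadenylation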
Dyrk1A ADPGlo = blocks rat Dyrk1A kinase activity | Q63470 | ADP-Glo luminescence, NFATc1 peptide | inhibition, % at 12.5 µM | 0.43% of 310,000 active | AID 504441; in the data active means inhibition above about 50%;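 further: plate controls were vehicle with enzyme for no effect and no enzyme for full effect; many of its hits are not listed in these tables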
KCNK9 inh = inhibitors of human KCNK9 two-pore domain potassium channel. Q9NPC2. HEK293 KCNK9, FluxOR thallium flux fluorescence; active compounds read low. B-score at 10 µM. 1.2% of 310,000 active;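 active means ratio B-score over 3 SD below the library mean, with starting fluorescence within 5 SD of its mean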;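 further: negative B-score means less thallium flux so channel inhibition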
KCNK3 block = human KCNK3 channel inhibition, primary screen | AID 602410 | O14649 | CHO-KCNK3 thallium flux, FluxOR fluorescence; active compounds read low | 0.84% of 340,000 active | B-score at 10 µM;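 active means B-score under library mean minus 4 SD, starting fluorescence ratio at most library mean plus 5 SD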;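 further: more negative B-score means stronger inhibition of thallium flux through KCNK3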
KCNQ1 block = blocks the human KCNQ1 potassium channel; P51787; CHO-K1 KCNQ1, FluxOR thallium flux fluorescence; active compounds read high; B-score at 10 µM; 1.3% of 310,000 active; AID 2642;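 active means compounds whose thallium flux B-score, printed positive for inhibition, exceeds three library SD while starting fluorescence stays within three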;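 further: channel opened by potassium depolarization with thallium stimulus after 20 min compound exposure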
GSK3 alpha inh = human GSK-3 alpha kinase inhibition | P49840 | ADP-Glo luminescence, 60 min | inhibition, % at 10 µM | 0.1% of 320,000 active | AID 2650;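 in the data active means inhibition above about 50%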;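 further: GST-tagged GSK-3 alpha with peptide substrate and 25 µM ATP; 0% = DMSO neutral wells and 100% = GW8510 positive control wells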
RGS4 pot = potentiators or activators of RGS4. 0.92% of 310,000 active. B-score at 10 µM. HEK293 M3R/inducible RGS4, carbachol calcium flux Fluo4; active compounds read low;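 active means B-score of the integrated calcium signal more than 4 SD below the library mean, with starting fluorescence not abnormally high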;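 further: negative B-score means reduced calcium response which marks RGS4 activation or potentiation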
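Reagent: ECmax carbachol challenge; Test system: M3R-expressing HEK293 line, RGS4 induced by doxycycline; Schedule: overnight RGS4 induction, 30 min dye load 37 °C, 20 min compound RT; Detection: calcium dye Fluo4 fluorescence; Read-out: Agonist-evoked peak-minus-minimum fluorescence over baseline, integrated ratio, B score.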
Active calls of the source: *; i = inactive; · = no result given.

entry	structure	GSK3B inh	RGS4 block	hERG protect	KCNQ1 pot	PolyA inhibitor	Dyrk1A ADPGlo	KCNK9 inh	KCNK3 block	KCNQ1 block	GSK3 alpha inh	RGS4 pot
1	CC(C)(C)n1nnnc1C(c1ccc(C(F)(F)F)cc1)N(Cc1ccc(F)cc1)Cc1ccco1 (stereo not given)	1	i	-5	i	i	-28	-10*	i	i	-1	i
2	CC1CCCCC1NC(=O)CCCCCn1c(=S)[nH]c2ccccc2c1=O (stereo not given)	3	i	-5	i	i	·	i	i	i	-1	i
3	O=C(O)CC(c1cccc([N+](=O)[O-])c1)N1Cc2ccccc2C1=O (stereo not given)	2	i	-6	i	i	-5	i	i	i	-2	i
4	COc1ccc2oc(=O)c(/C(C)=N/Nc3ccccc3)cc2c1	-6	i	-7	i	i	11	i	i	i	15	i
5	CCOc1ccccc1NC(=O)NCCC1=CCCCC1	2	i	-10	i	i	-25	i	i	i	0	i
6	COc1ccc(Br)cc1/C=C/C(=O)Nc1c(C)cccc1C	0	i	-15	i	i	-1	i	i	i	-3	i
7	COC(=O)c1cccc(Nc2ncnc3ccc(C)cc23)c1	0	i	-7	i	i	6	i	i	i	-6	i
8	Cc1nc2ccccc2c2oc(C(=O)NCCN3CCCCC3C)cc12 (stereo not given)	-2	i	-8	i	i	6	i	i	i	-1	i
9	Cc1nc2ncnn2c(Nc2ccc3c(c2)OCO3)c1Cc1ccccc1	-8	i	-14	i	i	-1	i	i	i	7	i
10	O=C(C1CCN(C2CCN(Cc3ccc4cc(F)ccc4n3)CC2)CC1)N1CCCC1	1	i	-15	i	i	0	i	i	i	0	i
11	Cc1ccccc1-n1c(C)c(C#N)c(=O)c(-[n+]2ccccc2)c1[S-]	3	i	-4	i	i	2	i	i	i	1	i
12	CCCC(C)C(=O)OCC(=O)Nc1ccc(Br)cc1 (stereo not given)	1	i	-4	i	i	·	i	·	i	1	i
13	COCCC(=O)N1CCC(Oc2ccc(C(=O)N3C[C@@H](C)O[C@@H](C)C3)cc2)CC1	2	i	-7	i	i	-4	i	i	i	·	i
14	CCSc1nnc(NC(=O)CSc2nnc(CNC(=O)c3ccc(OC)c(OC)c3)o2)s1	2	i	-7	i	i	-2	i	i	i	-1	i
15	Cn1cc(S(=O)(=O)NC2CCCC2)c(=O)n(C)c1=O	1	i	-8	i	i	4	i	i	i	-3	i
16	COCCn1c(-c2ccc(Br)cc2)nc2oc3cc(OC)ccc3c(=O)c2c1=O	-2	i	-4	i	i	·	i	i	i	-3	-8.3*
17	Cc1ccc2ccc(S(=O)(=O)NCc3ccccn3)cc2c1	-1	i	-4	i	i	1	i	i	i	0	i
18	CCOC(=O)c1c(N)c(C#N)cn1-c1ccccc1	5	i	-13	i	i	5	i	i	i	3	i
19	Cc1cc(OC(C)C(=O)NCc2cccnc2)c2c(C)c(Cc3ccccc3)c(=O)oc2c1 (stereo not given)	4	i	-7	i	i	·	i	i	i	0	i
20	Cc1nn(C(C)C(=O)NCCCN2CCCCC2C)c(=O)c2c1sc1ccccc12 (stereo not given)	-2	i	-4	i	i	3	i	i	i	0	i
21	Cc1cccc2cc(C#N)c(SCc3nnc(-c4ccccc4[N+](=O)[O-])o3)nc12	1	i	-6	i	i	1	i	i	i	-1	i
22	CC(C)(C)NC(=S)NCc1cccnc1	3	i	-5	i	i	1	i	i	i	0	i
23	Cc1nc(C)n(CC(C)C(=O)N2CCN(S(=O)(=O)c3ccc(Cl)cc3)CC2)n1 (stereo not given)	1	i	-4	i	i	0	i	i	i	-2	i
24	CO/N=C/c1ccc(Oc2ccc(C)cc2)c([N+](=O)[O-])c1	-3	i	-7	i	i	0	i	i	i	0	i
25	Cc1ccc2[nH]c(=O)c(CNC(C)C)cc2c1	-5	i	-8	i	i	2	i	i	i	1	i
26	O=C1[C@@H]2Cc3c([nH]c4ccccc34)C(c3cccc(Br)c3)N2C(=O)CN1C1CCN(Cc2ccccc2)CC1 (stereo not given in full)	-3	i	-12	i	i	-1	i	i	i	-2	i
27	CC(OC(=O)CCc1ccccc1)C(=O)Nc1ccc(Cl)cn1 (stereo not given)	2	i	-10	i	i	10	i	i	i	0	i
28	O=C(COc1c(Cl)cccc1Cl)Nc1ccccc1N1CCCC1	0	i	-10	i	i	2	i	-9.1*	i	1	i
29	Cc1nnc(SCC(=O)c2c(N)n(C)c(=O)n(C)c2=O)n1Cc1ccccc1	-5	i	-8	i	i	-4	i	i	i	1	i
30	Cc1cccc(C)c1NC(=O)c1cccc2c1C(=O)N(C1CCCCC1)C2	-1	i	-20	i	i	-3	-19*	-15*	6*	-1	i
31	O=[N+]([O-])c1cc(S(=O)(=O)NCCN2CCOCC2)ccc1Cl	-3	i	-8	i	i	-4	i	i	i	3	i
32	COc1ccc(OC)c(S(=O)(=O)NC(C)c2cnn(-c3ccccn3)c2C)c1 (stereo not given)	0	i	-8	i	i	-1	i	i	i	1	i
33	CCC(C)NC(=O)CSc1nc2cc(S(=O)(=O)N3CCOCC3)ccc2n1CC (stereo not given)	3	i	-17	i	i	12	i	i	i	-1	i
34	O=C1NC(c2cccnc2)C(C(=O)c2cccs2)C(O)(C(F)(F)F)N1 (stereo not given)	2	i	-2	i	i	2	i	i	i	-1	i
35	OC(CNCc1ccco1)Cn1c2ccccc2c2ccccc21 (stereo not given)	3	i	-12	i	i	0	i	i	i	3	i
36	CC(=O)NCC(=O)NC(C(=O)Nc1ccc2c(c1)OCCO2)c1ccc(C)cc1 (stereo not given)	0	i	-8	i	i	0	i	i	i	-2	i
37	C=CCN1C(=O)c2ccc(C(=O)N3CCN(c4ccccc4OC)CC3)cc2C1=O	1	i	-22	i	i	5	i	i	i	-2	i
38	O=C(CCN1C(=O)/C(=C/c2ccccc2Cl)SC1=S)NC1CCS(=O)(=O)C1 (stereo not given)	6	i	-5	i	i	-4	i	i	i	0	i
39	O=C(CSCc1ccc(Cl)cc1)Nc1ccccc1C(=O)N1CCOCC1	1	i	-4	i	i	5	i	i	i	-1	i
40	Cc1nnc(C)n1/N=C/c1ccc(O)cc1	2	i	-7	i	i	-3	i	i	i	-2	i
41	COc1ccc(-c2nc3c(n2O)CCC/C3=N\O)cc1	3	i	-6	i	i	4	i	i	i	-2	i
42	COc1ccc(-n2c(CCc3ccccc3)nnc2SCC(=O)c2ccccc2)cc1	2	i	-2	i	i	5	i	i	i	-1	i
43	O=C(O)CC(NC(=O)C12CC3CC(CC(C3)C1)C2)c1ccc(F)cc1 (stereo not given)	-3	i	-5	i	i	-3	i	i	i	-4	i
44	CC(=O)c1ccc(NC(=O)c2ccc3nc(C)sc3c2)cc1	1	i	-5	i	i	·	i	i	i	3	i
45	Cc1cc(O)c(-c2cc(C(=O)Nc3cccnc3)[nH]n2)cc1C	-3	i	-7	i	i	-5	i	i	i	-2	i
46	CCOc1cc2c(cc1OCC)C(c1ccccc1)N(c1ccccc1)C(=O)C2 (stereo not given)	3	i	-4	i	i	-5	i	i	i	-2	i
47	CC1=C(C(=O)NCCc2ccc(C)cc2)C2(CCC(C)CC2)OC1=O (stereo not given)	1	i	-6	i	i	6	i	i	i	0	i
48	Cc1csc(SCC(=O)NC(=O)NC2CCCC2)n1	-1	i	-3	i	i	1	i	i	i	-1	i
49	CCc1nc2ccccc2c(=O)n1/N=C/c1ccc(OC)cc1	-1	i	-8	i	i	1	i	i	i	-1	i
50	CCSc1nc(N)c2c(C)c(C)sc2n1	0	i	-6	i	i	-1	i	i	i	-10	i
51	N=c1sccn1CC(=O)NC(=O)NC1CCCC1	-2	i	-3	i	i	-3	i	i	i	-1	i
52	CCOCCCNC(=O)c1c[nH]c2ccc(OCC)cc2c1=O	1	i	-5	i	i	-2	i	i	i	0	i
53	COCCCNC(=O)CCN1C(=O)COc2ccccc21	0	i	-9	i	i	-7	i	i	i	1	i
54	Cc1cc(C[n+]2cc(Br)ccc2N)c2ncccc2c1	-2	i	-7	i	i	2	i	i	i	-3	i
55	CC1(C)CC(=O)C2=C(C1)Oc1ncn(CCO)c(=N)c1C2c1ccccc1 (stereo not given)	-1	i	-4	i	i	8	i	i	i	3	i
56	COc1ccc(/C(O)=C2/C(=O)C(=O)N(CCN3CCNCC3)C2c2cccc([N+](=O)[O-])c2)cc1 (stereo not given)	4	i	-10	i	i	2	i	i	i	-2	i
57	COc1ccc(N2CCN(CC(=O)Nc3ccc(C)c(C)c3)CC2)cc1	3	i	-7	i	i	7	i	i	i	-4	i
58	Cc1ccc(-c2nnc(CCC(=O)NCC3C4CC5CC(C4)CC3C5)o2)s1 (stereo not given)	2	i	-25	i	i	2	i	i	i	-1	i
59	COc1ccc(CN(C(=O)CSc2nnc(-c3ccccc3F)o2)c2ccc(F)cc2)cc1	1	i	-7	i	i	0	i	i	i	0	-7.8*
60	CN(C(=O)CSc1nnnn1-c1ccccc1)C1CCS(=O)(=O)C1 (stereo not given)	0	i	-6	i	i	-7	i	i	i	0	i

One compound at a time, from the list above. Order of screens: GSK3B inh, RGS4 block, hERG protect, KCNQ1 pot, PolyA inhibitor, Dyrk1A ADPGlo, KCNK9 inh, KCNK3 block, KCNQ1 block, GSK3 alpha inh, RGS4 pot
Entry for COc1ccc(/C(O)=C2/C(=O)C(=O)N(CCN3CCNCC3)C2c2cccc([N+](=O)[O-])c2)cc1 (stereo not given) : 4, i, -10, i, i, 2, i, i, i, -2, i
Entry for Cc1cc(C[n+]2cc(Br)ccc2N)c2ncccc2c1 : -2, i, -7, i, i, 2, i, i, i, -3, i
Entry for CN(C(=O)CSc1nnnn1-c1ccccc1)C1CCS(=O)(=O)C1 (stereo not given) : 0, i, -6, i, i, -7, i, i, i, 0, i
Entry for COc1ccc(-n2c(CCc3ccccc3)nnc2SCC(=O)c2ccccc2)cc1 : 2, i, -2, i, i, 5, i, i, i, -1, i

Not all compounds are listed. The share of hits here may be higher or lower than overall.
